# High-throughput results (PubChem BioAssay)
# IMPase inh = membrane-permeable compound that blocks inositol monophosphatase | P97697 | CHO-M1 cells, IP1 accumulation, HTRF TR-FRET ratio | inhibition (IP1 accumulation), % at 46.1 µM | 120,000 tested, under 10 active | AID 901; active means well fitted curve in the direction sought with a large enough effect in the signal ratio, not every such curve was filed as active; inconclusive means small, poorly fitted or top-dose-only effect, or a change in a side signal; inactive means no such curve, though single readings can be large or run the other way; the % refers to the signal ratio;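 further: cells stimulated with carbachol in lithium chloride buffer; plate controls were DMSO basal wells for no effect and reference inhibitor wells for full effect; higher means more IMPase inhibition seen as more IP1 and lower FRET ratio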
# Target sequence (P97697 whole entry, looked up): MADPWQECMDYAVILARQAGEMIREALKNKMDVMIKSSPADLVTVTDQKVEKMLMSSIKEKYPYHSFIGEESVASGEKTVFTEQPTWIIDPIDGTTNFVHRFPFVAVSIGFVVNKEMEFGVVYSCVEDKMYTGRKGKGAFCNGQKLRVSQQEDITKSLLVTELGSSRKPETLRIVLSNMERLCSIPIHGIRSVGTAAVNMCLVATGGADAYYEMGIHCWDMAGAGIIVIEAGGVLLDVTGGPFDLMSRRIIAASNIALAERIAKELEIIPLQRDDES
#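 In this qHTS, compounds (final up to 46 uM) act on CHO-M1 cells that are then activated through the M1 receptor with carbachol, in pH 7.4 buffer containing 50 mM LiCl, for 30 min. IP1 accumulation is quantified by the IP-One immunoassay.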
# 12-hLO inh = 12-hLO (ALOX12) enzyme inhibition; P18054; purified 12-hLO, xylenol orange hydroperoxide absorbance; Potency, µM (series often up to 57.1 µM), for inactives: top-dose activity change, negative = inhibition, usual class: inhibitors; actives 0.12% (n = 150,000); further: potency means the concentration at half of the fitted maximal effect; nearly all actives have a fitted effect of over 55% in size; many of its hits are not listed in these tables
# Target sequence (P18054 whole entry, looked up): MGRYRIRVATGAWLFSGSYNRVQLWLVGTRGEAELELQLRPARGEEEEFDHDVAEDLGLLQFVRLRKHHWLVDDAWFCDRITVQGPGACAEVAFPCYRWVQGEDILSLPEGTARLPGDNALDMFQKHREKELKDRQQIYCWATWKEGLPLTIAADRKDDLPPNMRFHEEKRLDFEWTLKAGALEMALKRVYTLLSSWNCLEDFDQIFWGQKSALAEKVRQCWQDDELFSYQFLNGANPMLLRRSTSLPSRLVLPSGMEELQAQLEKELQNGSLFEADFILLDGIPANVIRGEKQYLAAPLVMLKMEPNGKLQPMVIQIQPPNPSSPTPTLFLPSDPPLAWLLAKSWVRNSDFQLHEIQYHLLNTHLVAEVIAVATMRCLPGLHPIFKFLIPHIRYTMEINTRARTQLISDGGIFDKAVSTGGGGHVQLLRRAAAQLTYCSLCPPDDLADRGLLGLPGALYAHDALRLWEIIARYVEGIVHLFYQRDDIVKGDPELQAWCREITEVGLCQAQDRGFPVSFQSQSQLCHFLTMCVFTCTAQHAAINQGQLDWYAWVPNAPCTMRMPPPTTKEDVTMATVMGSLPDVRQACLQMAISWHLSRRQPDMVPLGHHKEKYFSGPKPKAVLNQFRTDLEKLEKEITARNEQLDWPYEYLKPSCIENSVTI
#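 Hydroperoxide formation by human 12-lipoxygenase from 40 uM arachidonic acid was followed colorimetrically via ferric-xylenol orange complex, using the 573/405 nm absorbance ratio. Enzyme concentration was 150 nM, with 30 min reaction at room temperature.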
# PNC assembly inh = perinucleolar compartment assembly inhibition. PC3M PTB-GFP, PNC prevalence imaging, 16 h; hits give low values. activity change (PNC), negative = inhibition, % at 10 µM. actives 3.1% (n = 140,000). AID 2417;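 active means readout at or below -70, meaning at least 70% loss of cells showing the perinucleolar compartment, a nuclear body marking cancer cells; inconclusive means readout between -30 and a set limit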;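 further: plate controls were DMSO wells for no effect and camptothecin positive control wells for full effect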
#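 Read-out is percentage of cells bearing a perinucleolar compartment, from automated 20x imaging of fixed, Hoechst-stained PC3M PTB-GFP cells. Cells were seeded 4 h, then exposed 16 h to compound (23 nl of library stock) in duplicate plates.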
# ALOX15B inhib = 15-hLO-2 (ALOX15B) enzyme inhibition. O15296. purified 15hLO-2, xylenol orange hydroperoxide absorbance. Potency, µM (top dose mostly 57.1 µM), inactives show at the highest dose activity change, negative = inhibition, usual class: inhibitors. actives 0.56% (n = 110,000). AID 881; further: potency means the concentration at half of the fitted maximal effect; nearly all actives have a fitted effect of over 60% in size; many of its hits are not listed in these tables
#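 Purified human 15hLO-2 (50 nM) preincubated 15 min with compound, then 45 uM arachidonic acid for 90 min at RT in 25 mM Hepes pH 7.5, 0.01% Triton X-100. Hydroperoxide detected by Fe-xylenol orange; 573/405 nm absorbance ratio.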
# Starred values were filed as active, the others as inactive; u = inconclusive; x = no result given; [ ] = another dose, or the depositor's remark. Unless noted, the call rests on the fitted dose curve; in most records, active means well fitted curve in the direction sought with a large enough effect; inconclusive means small, poorly fitted or top-dose-only effect, or another doubt; inactive means no such curve, though single readings can be large; an effect the other way counts as inactive or inconclusive. Unless noted, on the % scale 0 is the no-effect control and ±100 the full control effect. A portion of the library. The share of hits here may be higher or lower than overall.
SMILES,IMPase inh,12-hLO inh,PNC assembly inh,ALOX15B inhib
O=C1c2ccccc2S(=O)(=O)N1CC(O)Cn1c2ccccc2c2ccccc21 (stereo not given),8.9,-3.1%,10.3,-14.2%
N#Cc1cc(-c2ccccc2)cnc1Cl,0.7[1.84 µM],3.2%,20.9,-17.9%[11.4 µM]
FC(F)(F)c1ccc2c(c1)nc1n2CCCC1,-2.6,-1.2%,22.2,13.6%
Nc1ncnc2c1[nH]c(=O)n2C1CC(O)C(CO)O1 (stereo not given),x,-12.1%,x,-4.6%
COc1ccccc1OCCCCN1CCN(C(c2ccccc2)c2ccccc2)CC1,x,-5.3%,-10.0,x
Cc1nc2ccc(S(=O)(=O)NC(C(=O)NCc3cccs3)C(C)C)cc2s1 (stereo not given),u,-2.7%,u,x
Oc1c(Cl)cccc1C=Nc1cc(C(F)(F)F)ccc1N1CCCC1,-1.4,-24.4%,6.1,-18.7%
CCOC(=O)N1CCN(S(=O)(=O)/C=C/c2ccccc2)CC1,-6.7,0.2%,17.4,9.0%
O=C(NCc1ccncc1)c1nnc(Cc2c(F)cccc2Cl)o1,-3.8,0.7%,8.7,7.3%
CC(=O)Nc1ccc2c(c1)nc(CCN1CCOCC1)n2C,5.4,-0.7%,-0.3,-5.1%
CCc1nc2scc(-c3cccs3)c2c(=O)o1,-6.5,0.8%,-2.9,x
O=S(=O)(c1ccccc1)N1CCC2(CCN(c3cccc(-c4ccccc4)c3)CC2)CC1,x,-4.6%,x,-0.6%
COc1cc(CNc2ccc3[nH]c(=O)[nH]c3c2)cc(Br)c1OCC(=O)NC(C)(C)C,10.0,-6.6%,42.5,-10.3%
Cc1c(C(=O)O)oc2ccc(S(=O)(=O)NCc3ccc4c(c3)OCO4)cc12,0.8,-6.4%,-12.9,0.8%
O=C(CN1C(=O)c2ccccc2C1=O)Nc1ccccc1C(=O)N1CCCC1,0.2,-4.3%,u,2.6%
O=C(c1cccs1)n1nc(-c2ccccc2)nc1NCc1ccco1,x,-4.0%,9.4,x
O=C(CN1CCN(S(=O)(=O)c2ccc(Cl)cc2)CC1)Nc1ccc2c(c1)OCCO2,4.8,-9.5%,2.3,-9.6%
CC(=O)C1=C(O)C(=O)N(CCCCCC(=O)O)C1c1ccc(N(C)C)cc1 (stereo not given),7.5,-0.7%,7.0,1.3%
CCOC(=O)N1CCN(c2c(N3CCN(c4cccc(C)c4C)CC3)c(=O)c2=O)CC1,0.1,0.5%,1.7,4.7%
O=c1[nH]nc(Cc2ccc(-c3ccc(Cl)cc3)o2)c2ccccc12,6.2[1.84 µM],-6.0%,u,-17.5%[11.4 µM]
CCN(CC)C(=O)C(=O)N/N=C/c1ccc(Br)cc1,-5.7,3.1%,u,3.5%
O=C1OC(=O)c2c(Cl)c(Cl)c(Cl)c(Cl)c21,x,6.6%,x,-5.8%
CCN(CC)c1ccc(/C=N/Nc2ccccc2)c(O)c1,4.6,u,-25.1,-22.3%
CCc1nnc(NC(=O)C(=O)NCCOC(=O)c2ccccc2Cl)s1,1.9,-6.4%,-109.4*,8.3%
Cc1ccc(-c2nnc(SCC(=O)Nc3ccccc3F)o2)cc1,1.0,4.0%,-8.3,-4.2%
O=C(Nc1cccc([N+](=O)[O-])c1)c1ccc2nc(N3C(=O)CCC3=O)sc2c1,6.1,-0.1%,44.1,u
c1c[nH]cn1,x,-3.0%,x,-7.7%
CC1C/C(=N/Nc2nc3ccccc3[nH]2)CC(C)(C)C1 (stereo not given),x,-21.3%,u,x
O=C(O)[C@@H]1CCCN1Cc1ccc2c(c1)OCO2,x,0.7%[11.4 µM],x,6.5%[11.4 µM]
Nc1nc(=S)c2[nH]cnc2[nH]1,x,-11.2%,x,-19.0%
Cn1c(=O)c2cc(S(=O)(=O)N3CCC(c4ccccc4)CC3)ccc2n(C)c1=O,-0.1,5.5%,18.9,-3.0%
COc1ccc(C2=NC(=O)/C(=C\c3cc(OC)c(OC)c(OC)c3)O2)cc1,u,0.8%,u,x
COc1ccc(N(CC(=O)NC2CCCCC2)S(=O)(=O)c2cccnc2)cc1,-0.1,-4.8%,u,-2.1%
COc1ccc(C2CC(=O)c3ccc(OC)cc3O2)cc1 (stereo not given),x,-1.1%,x,-5.5%
O=[N+]([O-])c1ccc(C2CCCC/C2=N\OCc2cccc(F)c2)c([N+](=O)[O-])c1 (stereo not given),11.2,-8.2%,12.1,-7.3%
COc1cc(CN2CCCC(C)C2)cc([N+](=O)[O-])c1O (stereo not given),5.5,-12.0%,-8.6,-8.8%
O=C1Nc2cc(Cl)cnc2N2CCCC12 (stereo not given),2.3,-26.7%,-9.6,x
Fc1ccc(CO/N=C/C2=C(Cl)c3ccccc3CC2)cc1,5.4,2.0%,22.2,23.8%
Cc1nc2c(C)cccc2cc1C(=O)N/N=C/c1cccnc1,x,-1.1%,u,x
COC(=O)c1ccc(NC(=S)NCCc2ccccc2)cc1,0.8,-18.9%,21.1,x
O=C(CCN1CCCCC1)Nc1ccc2c(c1)C(=O)c1ccc(NC(=O)CCN3CCCCC3)cc1C2=O,x,-0.7%[0.00818 µM],x,22.4%[0.0915 µM]
CC(CC(=O)Nc1ccccc1C(F)(F)F)c1ccccc1 (stereo not given),x,-1.0%,u,x
CCOc1ccc(N2CC(C(=O)N3CCc4ccccc4C3)CC2=O)cc1 (stereo not given),0.9,-3.5%,19.8,20.8%
Cc1ccc(C2CC(c3ccco3)=NN2S(C)(=O)=O)cc1 (stereo not given),x,-3.0%,-12.1,x
CC(C)CC(=O)Nc1ccccc1Oc1ccccc1,-0.5,-3.4%,32.6,0.7%
CC(=O)Nc1ccc(N=Cc2nc(-c3ccc(C)cc3)oc2O)cc1,1.3,-3.2%,u,4.5%[2.29 µM]
COc1cccc(OC)c1C(=O)NC(=S)N1CCN(c2ccc(C(F)(F)F)cc2[N+](=O)[O-])CC1,-0.7,u,37.4,u
CCOc1ccc(-c2[nH]ncc2Oc2ccccc2OCC)c(O)c1,11.1,u,-5.7,1.7%
Cc1ccccc1Cn1nc(C)c(NC(=O)c2cc(-c3cccs3)on2)c1C,-0.4,-5.5%,23.7,-3.3%
Nc1cc(N)nc(SCc2cccnc2)n1,-7.9,5.3%,-26.6,-5.4%
O=C(c1ccc(COc2ccc(Cl)cc2)o1)N1N=C(C(F)F)CC1(O)C(F)F (stereo not given),x,-5.5%,-0.6,x
CCNc1nc(NCC)nc(SCCOC(=O)c2ccccc2)n1,4.9,2.1%,55.8,x
CN(C)CCNC(=O)Cc1ccc([N+](=O)[O-])cc1,x,-2.1%,15.1,x
CC(=O)c1cnc2nc(C)nn2c1C,-2.4,0.8%,-22.7,-5.4%
CCOc1ccc(S(=O)(=O)NCCCN2CCOCC2)c2ccccc12,-7.3,5.6%,44.9,3.9%
CCOc1ccccc1Nc1nnc(SCC(=O)Nc2cc(C)on2)s1,-2.7,-5.4%,2.0,-9.6%
COc1ccc(Cl)cc1NC(=O)CSc1ncnc2c1oc1ccccc12,x,3.0%,39.9,x
CC(=O)Nc1ccc(S(=O)(=O)N(C)S(=O)(=O)c2ccc(F)cc2)cc1,0.8,-6.9%,27.2,4.3%
COc1cc(C(=O)Nc2cc(C(F)(F)F)ccc2Cl)cc(OC)c1OC,-0.9,-6.7%,-0.4,2.1%
CCNC(=O)N1CCN(CCCC(c2ccc(F)cc2)c2ccc(F)cc2)CC1,9.5,u,x,32.4%[activator]

# In the list so far, these have two or more sulfur atoms:
SMILES,IMPase inh,12-hLO inh,PNC assembly inh,ALOX15B inhib
Cc1nc2ccc(S(=O)(=O)NC(C(=O)NCc3cccs3)C(C)C)cc2s1 (stereo not given),u,-2.7%,u,x
CCc1nc2scc(-c3cccs3)c2c(=O)o1,-6.5,0.8%,-2.9,x
CCOc1ccccc1Nc1nnc(SCC(=O)Nc2cc(C)on2)s1,-2.7,-5.4%,2.0,-9.6%
CC(=O)Nc1ccc(S(=O)(=O)N(C)S(=O)(=O)c2ccc(F)cc2)cc1,0.8,-6.9%,27.2,4.3%

# Other entries.
SMILES,IMPase inh,12-hLO inh,PNC assembly inh,ALOX15B inhib
O=C(COC(=O)c1ccccc1C(=O)c1ccc(Cl)cc1)NC(c1ccccc1)c1ccccc1,1.8,3.6%,12.2,x
O=C(c1cc([N+](=O)[O-])ccc1Cl)N1CCN(c2ccc([N+](=O)[O-])cc2)CC1,x,-2.0%,5.0,x
COc1ccc(C(=O)N/N=C/c2ccc3cccc(OCc4ccccc4)c3n2)cc1,-10.6,-9.7%,2.9,3.4%
NC(=O)CSc1nnc(-c2cc3ccccc3o2)n1Cc1ccccc1,-6.4,0.0%,u,-13.2%
CCOC(=O)C(C)Sc1nnc(Cc2cc(=O)[nH]c(=O)[nH]2)n1-c1cccc(OC)c1 (stereo not given),-4.5,3.6%,-9.5,-6.5%
Cc1cc(C)nc(N2CCCC(C(=O)NCCc3ccc(F)cc3)C2)n1 (stereo not given),2.4,0.9%,u,-3.8%
CNc1ccc(C(O)(C(F)(F)F)C(F)(F)F)cc1C(O)(C(F)(F)F)C(F)(F)F,15.4,-3.4%,31.8,-7.9%
C#CCOCCOCCOCCNc1nc(N2CCN(C(=O)[C@H](CCCCN)n3cc(CCCC)nn3)CC2)nc(N2CCN(C(=O)[C@H](CCCCN)n3cc(CCCC)nn3)CC2)n1,x,3.8%,33.0,x
C[C@@]1(C(NC(=O)Cc2ccccc2)c2ccc(-c3ccccc3)cc2)C[C@H]1C1CCCCC1 (stereo not given in full),x,2.6%,x,14.9%
COc1ccc(NC(=O)CCNC(=O)Cn2cnc3ccccc3c2=O)c(OC)c1,2.9,0.5%,32.6,6.4%
COCC(=O)N1CCC[C@@]2(CCN(c3ncccn3)C2)C1,x,-1.5%,x,-2.7%
Cc1ccc(OCc2nnc(NC(=O)c3ccco3)s2)c(C)c1,14.7,-2.1%,-107.1*,-4.9%
Cn1ncc2c(=O)n(CC(=O)NC34CC5CC(CC(C5)C3)C4)cnc21,u,-0.3%,u,-3.2%
Oc1ccc(C(=S)N2CCCCC2)cc1,-2.3,0.2%,u,5.8%
CC(=O)Nc1nc(C)c(Cc2ccccc2)c(=O)[nH]1,8.8,-0.9%,u,3.0%
CCn1c(=O)cc(SCC(=O)N2CCN(C(=O)c3ccco3)CC2)c2ccccc21,-8.4,-0.4%,u,1.0%
Cc1ccc(C)c(NC(=O)C(C)CC2COCCO2)c1 (stereo not given),-1.0,10.4%,-21.9,16.0%
CCCCCn1c(S(=O)(=O)O)nc2ccccc21,6.7,3.2%,29.4,-8.0%
COc1ccc(-n2nc(C(=O)NCC(=O)Nc3ccccn3)c3ccccc3c2=O)cc1,2.8,-9.7%,54.4,-6.3%
CCC(CC)C(=O)NCc1ccccc1Cl,6.6,-6.6%,7.0,-0.1%
OC(CN1CCN(Cc2ccccc2)CC1)Cn1c2ccccc2c2ccccc21 (stereo not given),-3.8,-5.9%,22.9,x
O=C(OCC(=O)N1CCCc2ccccc21)c1cnc(Cl)c(Cl)c1,0.6,-0.2%,u,x
COc1ccc(C(NC(=O)c2ccc(-c3ccccc3)cc2)c2ccccc2)cc1 (stereo not given),-2.5,3.2%,30.9,-11.1%
CCOC(=O)N1CCC(c2cc(=O)n3[nH]ccc3n2)CC1,4.1,-0.3%,-28.8,0.6%
O=C(Nc1ccccc1)C(Cc1cccs1)c1nn[nH]n1 (stereo not given),-2.3,0.7%,4.2,-1.7%
COc1ccc(N2CCN(c3nc(NCCc4ccc(OC)c(OC)c4)nc(OC)n3)CC2)cc1,19.6,-6.6%,29.3,18.9%
O=C(NCCCC(=O)N1CCOCC1)c1cccnc1,8.7,-1.4%,20.0,-2.3%
O=C(CN1C(=O)C2C3CCC(C3)C2C1=O)OCC(=O)c1cccc([N+](=O)[O-])c1 (stereo not given),x,-0.6%,67.8,x
CCNc1nc2nonc2nc1NCC,-7.2,-1.0%,u,-6.6%
